# eLon inh – E. coli protease La inhibition; P0A9M0; purified E. coli Lon protease, fluorescence polarization; inhibition, % at 7.94 µM; actives 0.42% (n = 360,000); in the data active = inhibition above about 13%, passing the limit was not always enough;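 also: 0% = enzyme with probe and DMSO and 100% = no enzyme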
# MsrA inh – bovine MsrA inhibition | purified bovine MsrA, absorbance read-out | inhibition, % at 15.5 µM | actives 0.75% (n = 360,000) | AID 651718; in the data active = inhibition above about 4.5%;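 also: 0% = vehicle wells with enzyme and 100% = reference inhibitor wells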
# CSN inh – inhibitors of human CSN-mediated cullin deneddylation. Purified CSN, SCF-Nedd8-OG deneddylation, fluorescence polarization. Q92905. AID 651999. actives 0.38% (n = 360,000). inhibition, % at 12.5 µM;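 active = pattern-corrected inhibition above about 35%, with an unprinted fluorescence ratio check between 0.5 and 1.5, limit read from the data, passing the limit was not always enough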;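 also: 0% = enzyme with substrate and 100% = substrate without enzyme; some results filed as inactive read as strong as hits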
#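 Assay system: purified human Csn5 enzyme expressed in HEK293T cells; measure: % inhibition; also added: SCFSkp2-Nedd8OG substrate at 10 nM final; technique: fluorescence polarization; times: reaction 90 min, room temperature; medium: Tris buffer pH 7.5, NaCl, DTT, Tween-20, trehalose, ovalbumin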
# MT1-MMP act inh – MT1-MMP (human) activation inhibition | HT1080 RFP-PRO-GFP cells, GFP/RFP ratio fluorescence, overnight; percent of plate control window, DMSO zero | GFP/RFP ratio change, % at 20 µM | actives 0.061% (n = 360,000);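 active = GFP/RFP ratio change of at least 30% with cell ATP level not reduced by more than half and red fluorescence within 50% of control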; also: strong numbers were not always called active
#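 system = RFP-PRO-GFP reporter HT1080 cells | dosing = 20 µM single dose, 1% DMSO | timing = overnight cell settling, then overnight compound exposure, 37 °C, 5% CO2 | read-out basis = GFP/RFP fluorescence ratio | controls = DMSO and RFP-L50D-GFP cell wells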
# Rin1-Abl PPI inh – human Rin1-Abl interaction inhibition; TR-FRET Rin1/Abl binding, biochemical; AID 588664; actives 0.4% (n = 360,000); inhibition, % at 7.35 µM; P00519+Q13671; in the data active = inhibition above about 5%, passing the limit was not always enough
# Rpn11 block – blocks the human proteasome subunit Rpn11; O00487; human 26S proteasome, Ub4-pepOG fluorescence polarization; 20S core pre-blocked with epoxomicin; calls only at 20 µM; actives 0.59% (n = 360,000);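 active = inhibition at 20 µM, scaled to each plate's controls, above about 33%, limit read from the data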
# bovine MsrA act – activators of bovine methionine sulfoxide reductase A. actives 0.3% (n = 360,000). activation, % at 10.6 µM. purified bovine MsrA, absorbance read-out; in the data active = activation above about 7.5%;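 also: 0% = vehicle and 100% = reference activator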
# MLLE-PAM2 inh – inhibitors of microRNA-mediated deadenylation, human PABP1 MLLE binding; actives 0.36% (n = 360,000); GST-MLLE / FITC-PAM2 fluorescence polarization; inhibition, % at 20 µM; AID 588489; P11940; in the data active = inhibition above about 35%, passing the limit was not always enough;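 also: plate controls were DMSO wells with GST-MLLE for no effect and wells lacking GST-MLLE protein for full effect; some results filed as inactive read as strong as hits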
# FAS TE block – inhibitors of human fatty acid synthase thioesterase domain; P49327; recombinant FAS-TE, OMFH fluorogenic substrate, fluorescence endpoint; inhibition, % at 15 µM; actives 0.67% (n = 360,000); AID 602261;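 active = compounds whose normalised, plate-corrected inhibition of enzyme fluorescence in the single-dose primary screen is 50% or more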;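 also: 0% = DMSO with enzyme and 100% = substrate without enzyme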
# Target sequence (P49327 whole entry, looked up, the tested form may be a part): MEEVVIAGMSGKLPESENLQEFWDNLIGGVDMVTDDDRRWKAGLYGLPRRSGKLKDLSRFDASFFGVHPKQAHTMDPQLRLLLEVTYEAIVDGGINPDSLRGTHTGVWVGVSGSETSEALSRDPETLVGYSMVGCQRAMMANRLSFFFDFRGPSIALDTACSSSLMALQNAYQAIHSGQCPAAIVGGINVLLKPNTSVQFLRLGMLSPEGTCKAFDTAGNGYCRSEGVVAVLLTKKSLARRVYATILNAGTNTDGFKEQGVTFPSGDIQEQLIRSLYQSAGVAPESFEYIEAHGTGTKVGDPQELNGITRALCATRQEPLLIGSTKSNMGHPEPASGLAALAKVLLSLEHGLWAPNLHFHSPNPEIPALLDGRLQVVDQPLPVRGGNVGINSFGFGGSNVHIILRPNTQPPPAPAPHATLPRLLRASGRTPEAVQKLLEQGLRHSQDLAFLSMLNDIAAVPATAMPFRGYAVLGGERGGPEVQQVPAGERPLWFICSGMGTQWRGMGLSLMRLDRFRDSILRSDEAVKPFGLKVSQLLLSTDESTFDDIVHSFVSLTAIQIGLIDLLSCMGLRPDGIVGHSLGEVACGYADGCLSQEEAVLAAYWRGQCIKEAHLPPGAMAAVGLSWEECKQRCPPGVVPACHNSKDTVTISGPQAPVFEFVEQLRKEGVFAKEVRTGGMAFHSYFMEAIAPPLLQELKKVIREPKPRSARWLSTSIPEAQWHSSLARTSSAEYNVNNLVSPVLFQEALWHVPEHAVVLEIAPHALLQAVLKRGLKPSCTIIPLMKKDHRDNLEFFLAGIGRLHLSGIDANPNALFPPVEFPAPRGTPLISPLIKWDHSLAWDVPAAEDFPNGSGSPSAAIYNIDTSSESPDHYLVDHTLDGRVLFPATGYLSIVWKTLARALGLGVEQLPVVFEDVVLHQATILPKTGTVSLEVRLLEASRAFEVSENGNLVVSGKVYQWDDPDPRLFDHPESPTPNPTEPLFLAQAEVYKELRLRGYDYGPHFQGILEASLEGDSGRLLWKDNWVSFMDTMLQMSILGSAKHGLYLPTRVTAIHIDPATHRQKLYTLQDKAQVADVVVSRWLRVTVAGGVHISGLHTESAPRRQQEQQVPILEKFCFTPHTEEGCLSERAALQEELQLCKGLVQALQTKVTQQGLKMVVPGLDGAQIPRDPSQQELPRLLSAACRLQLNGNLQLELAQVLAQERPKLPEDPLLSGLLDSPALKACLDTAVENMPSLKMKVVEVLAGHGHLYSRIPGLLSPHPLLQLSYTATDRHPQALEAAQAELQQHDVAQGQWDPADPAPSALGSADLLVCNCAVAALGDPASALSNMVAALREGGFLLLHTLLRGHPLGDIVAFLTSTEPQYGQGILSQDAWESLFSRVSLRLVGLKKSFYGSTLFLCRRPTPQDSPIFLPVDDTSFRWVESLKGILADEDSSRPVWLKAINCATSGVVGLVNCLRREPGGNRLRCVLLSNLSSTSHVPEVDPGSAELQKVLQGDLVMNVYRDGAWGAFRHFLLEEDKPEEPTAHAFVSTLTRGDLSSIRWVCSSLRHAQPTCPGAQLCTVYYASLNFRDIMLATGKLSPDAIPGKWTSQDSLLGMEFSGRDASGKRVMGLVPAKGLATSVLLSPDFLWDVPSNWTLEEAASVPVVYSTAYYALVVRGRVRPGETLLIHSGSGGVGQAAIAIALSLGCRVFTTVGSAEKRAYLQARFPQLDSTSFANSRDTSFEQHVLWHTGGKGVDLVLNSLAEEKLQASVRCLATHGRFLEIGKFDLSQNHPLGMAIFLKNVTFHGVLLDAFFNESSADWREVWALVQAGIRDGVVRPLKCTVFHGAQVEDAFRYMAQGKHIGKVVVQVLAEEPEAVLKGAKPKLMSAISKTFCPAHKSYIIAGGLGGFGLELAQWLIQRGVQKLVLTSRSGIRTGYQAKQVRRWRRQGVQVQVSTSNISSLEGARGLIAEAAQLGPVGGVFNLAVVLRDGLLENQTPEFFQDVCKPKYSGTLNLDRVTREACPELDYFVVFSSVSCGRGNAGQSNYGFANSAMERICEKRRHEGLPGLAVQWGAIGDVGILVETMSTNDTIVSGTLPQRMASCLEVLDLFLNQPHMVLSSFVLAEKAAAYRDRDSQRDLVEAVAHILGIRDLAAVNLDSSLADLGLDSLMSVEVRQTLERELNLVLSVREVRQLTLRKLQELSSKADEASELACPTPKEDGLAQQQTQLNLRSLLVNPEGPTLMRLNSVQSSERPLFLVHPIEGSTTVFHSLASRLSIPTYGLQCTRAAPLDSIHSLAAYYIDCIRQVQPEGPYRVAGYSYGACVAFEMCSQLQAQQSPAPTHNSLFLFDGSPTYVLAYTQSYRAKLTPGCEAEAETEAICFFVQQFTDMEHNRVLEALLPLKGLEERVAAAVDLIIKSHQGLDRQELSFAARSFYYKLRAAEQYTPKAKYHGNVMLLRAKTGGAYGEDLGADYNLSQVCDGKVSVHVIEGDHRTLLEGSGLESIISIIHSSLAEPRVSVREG
# Active calls of the source: *; i = inactive; nt = not tested or not shown.
# Screens in order: eLon inh, MsrA inh, CSN inh, MT1-MMP act inh, Rin1-Abl PPI inh, Rpn11 block, bovine MsrA act, MLLE-PAM2 inh, FAS TE block
CCc1ccc(NC(=O)CCc2nnc3ccc(N4CCCC4)nn23)cc1
    10, 0.1, -4, 0, 3, i, -1, -3, 14
Cc1cccc(NC(=O)CSC2=NN3CCCC(=O)N=C3S2)c1C
    3, 0.0, 7, -1, 0, i, -2, 1, -3
Cc1cc(C)c(OCC(=O)Nc2cc(C(=O)O)cc(C(=O)O)c2)cc1C
    -1, -1.2, 1, 2, 2, i, -2, 8, -2
OC1(c2ccccc2)CNCCc2ccccc21 (centres undefined)
    -1, -0.8, -1, -3, 0, i, -2, 2, -7
CCC(C)NC(=O)C1CN(S(=O)(=O)c2ccccc2)CCN1S(=O)(=O)c1ccccc1 (centres undefined)
    -1, 0.8, 0, 0, 0, i, -1, -9, -3
O=C(NCc1ccccc1)NC1CCS(=O)(=O)C1 (centres undefined)
    -3, -1.0, -1, -3, 0, i, -3, 9, -6
O=C(Nc1cccc2ncccc12)c1ccc(OCc2ccccc2)cc1
    0, 0.1, 14, 3, -2, i, -4, -1, -7
COc1cc2c(cc1NC(=O)COC(=O)[C@@H](NC(=O)c1ccccc1)C(C)C)oc1ccccc12
    0, 2.2, -5, -15, 1, i, 5, -17, 26
Cc1cc(NC(=O)C2CC(c3c(F)cccc3Cl)=NO2)n(-c2ccccc2)n1 (centres undefined)
    -3, -0.5, -1, -1, 1, i, -4, -9, -2
CCN(C(=O)CN1CCN(c2ccccc2O)CC1)c1c(N)n(Cc2ccccc2)c(=O)[nH]c1=O
    -9, 0.7, 2, 3, -2, i, -11, -4, -7
COc1ccc(C(=O)NC2CC3CCCC(C2)N3Cc2ccccc2)cc1 (centres undefined)
    -6, -1.2, -1, 0, 1, i, -3, -7, -5
O=C(NC1CCCC1)C(c1ccncc1)N(C(=O)c1csnn1)c1ccc(Cl)cc1 (centres undefined)
    -10, -0.3, -2, 1, 3, i, -3, -7, 3
CSc1ccc(CN2CCc3c([nH]c4ccccc34)C2)cc1
    -1, 0.8, 1, 4, 0, i, -2, 5, 15
CCc1nccn1CCC(=O)NC1CC(C)(C)Cc2c1cnn2-c1ccc(C)cc1 (centres undefined)
    -3, 0.5, 7, -5, -2, i, -2, 2, -7
Cc1ccccc1C(=O)NC1CC2CCC(C1)N2Cc1ccccc1 (centres undefined)
    -9, -1.0, 5, 1, -1, i, -3, 4, -10

# Quoted at random: three records from the list, in no set order.
# Screens in order: eLon inh, MsrA inh, CSN inh, MT1-MMP act inh, Rin1-Abl PPI inh, Rpn11 block, bovine MsrA act, MLLE-PAM2 inh, FAS TE block
CCC(C)NC(=O)C1CN(S(=O)(=O)c2ccccc2)CCN1S(=O)(=O)c1ccccc1 (centres undefined)
    -1, 0.8, 0, 0, 0, i, -1, -9, -3
Cc1cc(C)c(OCC(=O)Nc2cc(C(=O)O)cc(C(=O)O)c2)cc1C
    -1, -1.2, 1, 2, 2, i, -2, 8, -2
OC1(c2ccccc2)CNCCc2ccccc21 (centres undefined)
    -1, -0.8, -1, -3, 0, i, -2, 2, -7

# Following part:
# Screens in order: eLon inh, MsrA inh, CSN inh, MT1-MMP act inh, Rin1-Abl PPI inh, Rpn11 block, bovine MsrA act, MLLE-PAM2 inh, FAS TE block
O=C(CCc1ccccc1Cl)Nc1ccc(S(=O)(=O)Nc2nccs2)cc1
    7, -0.1, -1, 2, 1, i, -9, 18, 0
CCN(CC)CCN=C1CCCc2ccccc2N1
    5, -0.1, -4, 5, -3, i, -2, 5, -3
NC(=O)C1CCN(C(=O)Cn2cccc2C(=O)c2ccccc2)CC1
    -8, 1.1, 2, -1, 0, i, -3, -1, -5
Cc1cccc(C)c1NC(=O)CSc1nnc([C@H](C)NC(=O)OC(C)(C)C)o1
    -9, -0.2, 2, 0, 0, i, -3, 10, -9
O=C(NCCc1ccccc1)C1CCC(Cn2c(=O)c3ccccc3n(Cc3cccc(F)c3)c2=O)CC1 (centres undefined)
    0, -0.1, -12, -1, -1, i, -5, 0, 0
COc1ccc(C2C3=C(N=C4SCC(=O)N42)c2ccccc2CC3)cc1 (centres undefined)
    4, 0.8, 3, -9, -4, i, 1, -23, 13
C/C(=N\NC1=NCCN1)c1ccc(Cl)cc1
    8, 1.1, -2, 3, -1, i, -7, 11, -28
CC(NC(=O)c1ccc(NS(C)(=O)=O)cc1)c1ccccc1 (centres undefined)
    -2, 0.0, -1, 2, -2, i, 1, 4, -3
C/C(NCCCn1ccnc1)=C(\C#N)C(N)=O
    -2, 0.1, -2, -3, -2, i, -1, 5, -4
Cc1nnc(NC(=O)CSc2nc3ccccc3[nH]2)s1
    1, -0.6, 9, 5, 2, i, -5, -29, -3
Cc1ccc(S(=O)(=O)Nc2ccc3c(c2)OCCO3)cc1C
    -6, 1.4, 6, 4, 0, i, -1, 4, 6
CCN1CCN(C(=O)Cn2cnc3sc(C)c(S(=O)(=O)N4CCN(c5ncccn5)CC4)c3c2=O)CC1
    -1, 0.6, -2, 4, -1, i, -4, 0, -5
Cc1cc(=O)n(C(C)Cc2ccccc2)n1C(C)Cc1ccccc1 (centres undefined)
    -18, 0.0, -7, -3, -2, i, 0, 14, -3
COc1ccc(COC(=O)CCc2c[nH]c3ccccc23)cc1F
    -4, -0.1, 0, 0, 1, i, 0, -12, 23
O=c1o[nH]c(-c2ccccc2)c1C1=NCCCCC1
    7, 0.3, 0, 4, -1, i, 0, -2, -4
Cc1nnc(NC(=O)CSc2ccc(-c3cccnc3)nn2)s1
    0, -0.9, 5, -6, 0, i, -3, 15, -3
Cc1ccc(NC(=O)CSc2nnc(-c3ccco3)o2)cc1
    4, -0.4, -3, -2, 1, i, -2, -8, 0
Cc1ccc(CCN2C(Nc3ccccc3)=NC[C@@H]2C)cc1
    -11, 0.2, -1, 3, 1, i, -2, 4, -11
CCN(CC)S(=O)(=O)c1cccc(-c2nnc(SCCCC(=O)c3ccc(F)cc3)o2)c1
    1, 2.2, -4, 1, 3, i, 1, -3, 23
O=C(C1CCCN(S(=O)(=O)c2ccc(Cl)cc2)C1)N(Cc1cccs1)C1CC1 (centres undefined)
    -6, -1.1, 0, -6, 0, i, -3, 18, 15
Cc1cccc(NC(=O)CN(C)CC(=O)NC(c2ccccc2)c2ccccc2)c1C
    -2, 0.3, -1, 1, -3, i, 1, 10, 3
Cc1cccc(OCC(=O)NC2CC(C)(C)NC(C)(C)C2)c1
    2, -1.2, 0, 0, 3, i, -2, -9, -5
Fc1ccc(OCCCn2ccnc2)cc1
    -10, -0.1, 0, -2, -1, i, 0, 4, -4
CC1(N2CCOCC2)CC2(O)C(=[N+]1[O-])CCc1c2no[n+]1[O-] (centres undefined)
    2, nt, 5, -4, 4, i, -13, -8, -17
COc1ccc(Cl)cc1NC(=O)CN1CCN(Cc2ccccc2)CC1
    -6, 1.6, -3, 2, -3, i, 4, -8, 7
COc1ccc(C(=O)N/N=c2\oc3ccccc3cc2C(N)=O)cc1
    -3, 0.9, -4, 2, -6, i, -2, 21, 1
Cc1cccc(OCc2nc(-c3ccc(Br)o3)no2)c1
    0, -1.3, 8, -1, 2, i, -3, 2, 22
COc1cc(C2c3cc4c(cc3OC(N3CCCCC3)C2C)OCO4)cc(OC)c1O (centres undefined)
    -3, 1.5, -3, 2, 4, i, -2, -27, 1
Cc1cc(=O)n2nc(N3CCC(C(=O)NCc4ccccc4F)CC3)sc2n1
    -6, 1.7, -4, 1, 0, i, -4, 7, -2
Cc1ccc(C(c2nnnn2CCc2ccccc2)N2CCSCC2)cc1 (centres undefined)
    -5, -0.5, 0, -1, 1, i, -9, 4, 11
COC(=O)c1ccc(Oc2nc(N(C)C)nc(N3CCOCC3)n2)cc1
    5, -0.6, 3, -7, -8, i, 0, 2, 1
Cc1c(Cc2ccccc2)c(NCCN(C)C)n2c(nc3ccccc32)c1C#N
    1, 1.0, 2, 8, 1, i, -11, 1, 7
CCC(=O)N(C)C[C@H]1Oc2cc(-c3cccnc3)ccc2S(=O)(=O)N([C@H](C)CO)C[C@H]1C
    -3, 1.2, -1, -3, -2, i, -5, 0, -9
O=C(Nc1cccc(CCc2ccccn2)c1)c1cc(F)c(F)cc1Cl
    1, -1.1, 2, 4, 0, i, 1, 4, 0
CC(=O)C1=NOC(CNc2ncc(C(F)(F)F)cc2Cl)C1 (centres undefined)
    6, 0.5, -7, -2, -1, i, -3, 0, 2
CC(C)CN(C(=O)CN1CCN(c2cccc(Cl)c2)CC1)c1c(N)n(CC(C)C)c(=O)[nH]c1=O
    -6, 0.2, 3, -2, 3, i, -8, -5, -5
COc1ccc(CCN2CCCC(CN(C)Cc3cccc(OC)c3)C2)cc1 (centres undefined)
    -9, -0.8, 3, 3, 2, i, -2, -10, -3
CCOC(=O)c1nn(-c2ccc(OC)cc2)c(=O)c2c(N)scc12
    4, 0.6, 2, 7, 2, i, -6, 11, -6
COc1ccc([C@H]2[C@H](C(=O)OC(C)(C)C)N3N=Cc4ccccc4C3C23C(=O)c2ccccc2C3=O)c(OC)c1 (some centres undefined)
    -6, 1.2, 1, 0, -2, i, 0, 5, 12
CCOC(=O)/C(C#N)=C\C1=C(N2CCCC2)CC(C)(C)OC1
    -4, 0.9, 5, 3, -5, i, -2, -1, -7
O=C(NCCn1cccn1)c1ccc(OC2CCN(C(=O)C3CC3)CC2)cc1
    -5, 1.1, 2, 3, 2, i, -9, -8, -8
CCn1c(=O)cc(SCC(=O)NCCCN2CCC(C)CC2)c2ccccc21
    0, 0.6, 5, 3, -15, i, -5, -7, -8
O=C(OCc1cc(=O)n2c(n1)sc1ccccc12)c1ccc(O)cc1
    2, 0.8, -1, 0, 1, i, -5, 1, 7
Cc1ccc(NCC(=O)N/N=C/c2c[nH]c3ccccc23)cc1
    10, 2.9, 5, -1, 0, i, -3, 14, 2
Cc1ccc(NC(=O)C(C)N2C(=O)c3ccccc3C2=O)cc1 (centres undefined)
    5, 0.7, -3, 5, 3, i, 5, 0, -4
COc1cc2c(cc1OC)C(=O)C(c1ccc3c(c1)OCO3)CC2 (centres undefined)
    7, 0.8, -6, -3, 0, i, -1, -5, 4
COc1ccc(CNC(=O)c2c(O)c3ccccc3n(C)c2=O)cc1
    3, -0.5, 0, 1, -1, i, 0, -16, 17
CC(NC(=O)c1c(F)cccc1Cl)c1ccc(-n2ccnc2)cc1 (centres undefined)
    -3, 0.2, -4, 2, 5, i, -1, -7, -3
c1ccc(COc2ncnc3c2ncn3CCCN2CCN(Cc3cccc4ccccc34)CC2)cc1
    5, 0.0, 5, -7, -3, i, 1, 4, 9
COc1ccc2nc(C)cc(SCC(=O)NNC(=O)COc3cccc4ccccc34)c2c1
    -15, -1.0, -7, 3, -4, i, -2, 1, -3
O=C(Nc1cccc(-c2cn3cccnc3n2)c1)c1ccc2c(c1)OCO2
    -4, 1.5, -5, 11, -1, i, -5, 4, 1
O=C(c1cc2c(s1)CCCC2)N1CCN(CCO)CC1
    5, 0.0, 5, -1, 2, i, -2, -4, -1
O=C(NC(=S)Nc1ccc(Cl)cc1Cl)C1CC1
    -2, 0.4, -2, -2, 4, i, -3, 19, 10
COc1ccccc1CNc1nc(Oc2cccc(F)c2)c2sccc2n1
    -7, -0.2, 0, -9, -3, i, -12, -13, 26

# Screens as filed in PubChem BioAssay.
